Screens (PubChem)
F508del corr: correctors of CFTR F508del function in bronchial epithelial cells | activity (quench increase), % at 7.58 µM | hit rate 0.36% among 350,000 | CFBE cells, YFP halide quenching; stimulated with forskolin plus potentiator P3; % fluorescence drop versus neutral controls;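 active means mean added fluorescence quench of at least 8% versus neutral control, with both replicates also reaching 8%; inconclusive means only one of the mean or replicate conditions met; inactive means mean below 8% and not both replicates reaching 8%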;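 further: cells transiently co-express mutant CFTR-F508del with the halide-sensitive YFP; corrector assay measuring rescue of mutant channel to the surface after 24 h compound exposure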
miR-122 sensor: inhibitors of miR-122 in Huh7 cells | Huh7 miR-122 Renilla luciferase sensor, 48 h; neutral wells = 0, positive control = 100 | activation (reporter increase), % at 12.5 µM | hit rate 0.3% among 340,000 | AID 602342;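 active means mean replicate activation score at least 90 and every replicate individually at or above 90; inconclusive means only one of the two criteria met; inactive means neither criterion met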;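 further: higher luciferase means less miR-122 activity so hits act as miR-122 inhibitors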
EWS-Fli inh: blocks EWS/Fli oncoprotein-driven transcription; A673 NR0B1-luciferase reporter, viability-normalised; hit rate 0.67% among 350,000; inhibition, % at 12.6 µM;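 active means mean inhibition of at least 50% after viability correction, with every replicate also passing that limit; inconclusive means mean reaches 50% but only one of two replicates passes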;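 further: firefly luciferase signal divided by Alamar Blue viability fluorescence both relative to DMSO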
FN deposition inh: fibronectin deposition inhibition. AID 743247. AH1F fibroblasts, Alexa488-fibronectin deposition fluorescence, overnight. inhibition, % at 12.6 µM. hit rate 0.086% among 350,000;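 active means mean inhibition across replicates of 30% or more, regardless of how many single replicates reach that level; inconclusive means mean under 30% yet at least half of replicates reach 30%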;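 further: positive control wells lacked labelled fibronectin entirely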
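Assay system: AH1F fibroblast monolayer, labelled fibronectin deposition. Amount: 10000 cells per well. Also added: labelled fibronectin 24 nM. Compound: single-point pinned compound. Incubation: cell attachment 1 h, compound and FN exposure overnight. Detection: fluorescence after three HBSS washes, excitation 485 nm, emission 525 nm. Read-out: inhibition of fibronectin deposition signal.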
PAX8 inh HTS: lowers PAX8-driven luciferase in RMG-I cells; RMG-I TPO-luciferase reporter, SteadyGlo, 24 h; inhibition, % at 12.6 µM; hit rate 1.2% among 360,000;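 active means mean replicate inhibition at least 60% with every replicate also reaching 60%; inconclusive means only one of the two criteria is met; inactive means mean below 60% and not all replicates reaching 60%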;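 further: luciferase light reporting Pax8 driven TPO promoter activity; plate controls were median of neutral control wells for no effect and mitoxantrone controls for full effect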
GSIS activator: GLuc luminescence reporter in INS-1E cells, primary screen for activators of glucose-dependent secretion of insulin | INS-1E GLuc reporter insulin secretion, 2-3 h | activation, % at 16.6 µM | hit rate 0.61% among 370,000;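 active means lowest replicate activation of at least 40%, so every replicate reaches that level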;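 further: 0% = median of neutral control wells and 100% = median of IBMX positive control wells; some compounds called inactive have numbers as strong as hits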
DENV2 CPE: protects cells from dengue virus 2 cytopathic effect; DENV2-infected cells, cytopathic effect rescue, plate reader; CPE inhibition, % at 9.99 µM; hit rate 1.7% among 350,000; in the data active means CPE inhibition above about 20%, passing the limit was not always enough; inconclusive means no clear call, values can overlap the other calls; tested in BHK-21 cells;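 further: 0% = median of neutral control wells and 100% = median of positive control wells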
* hit, by the source's call; ? = inconclusive; · = no result given; [ ] = dose if it differs, or a comment.

The opening 3 compounds, ahead of the listing:
SMILES | F508del corr | miR-122 sensor | EWS-Fli inh | FN deposition inh | PAX8 inh HTS | GSIS activator | DENV2 CPE
CCCc1nnc(NC(=O)CN2CCOCC2)s1 | · | -7 | · | 2 | -7 | · | ·
CN(C)C(=O)C[C@H]1CC[C@@H]2[C@H](COC[C@H](O)CN2CC2CCOCC2)O1 | 1.0 | -2[16.7 µM] | -10 | 3 | -2 | 12 | -5
C[C@H](O)C#Cc1ccc2c(c1)O[C@H](CN(C)C(=O)CN(C)C)[C@@H](C)CN([C@@H](C)CO)S2(=O)=O | -1.5 | 1[16.7 µM] | -4 | · | · | 29 | 2

All compounds of this part, from the first entry:
SMILES | F508del corr | miR-122 sensor | EWS-Fli inh | FN deposition inh | PAX8 inh HTS | GSIS activator | DENV2 CPE
CCCc1nnc(NC(=O)CN2CCOCC2)s1 | · | -7 | · | 2 | -7 | · | ·
CN(C)C(=O)C[C@H]1CC[C@@H]2[C@H](COC[C@H](O)CN2CC2CCOCC2)O1 | 1.0 | -2[16.7 µM] | -10 | 3 | -2 | 12 | -5
C[C@H](O)C#Cc1ccc2c(c1)O[C@H](CN(C)C(=O)CN(C)C)[C@@H](C)CN([C@@H](C)CO)S2(=O)=O | -1.5 | 1[16.7 µM] | -4 | · | · | 29 | 2
CCOC(=O)c1c(NC(=O)c2cccs2)sc2c1CCC2 | 2.4 | · | -11 | · | · | 28 | 1
COc1ccc(-n2cnnc2SCC(=O)NC2CCCc3ccccc32)cc1 (centres undefined) | -1.7 | · | 2 | -2 | 18 | 0 | -8
CCOc1ccccc1C(=O)Nc1nnc(C(C)C)s1 | -1.6 | 1 | -34 | 3 | -54 | -3 | -9
Fc1cccc(CCN2CCNC[C@@H]2CC2CCCCC2)c1 | -0.8 | 0 | 0 | -5 | 0 | 6 | 1
O=S1(=O)N=C(c2ccccc2)c2ccccc21 | · | 2 | -18 | -3 | -14 | 24 | 6
C[C@H](CO)N1C[C@H](C)[C@H](CN(C)C)Oc2ccc(NC(=O)c3ccncc3)cc2CC1=O | -1.1 | 5[16.7 µM] | -4 | · | -2 | 18 | 1
CN1C(=O)c2cc(NC(=O)Cc3ccccc3)ccc2OC[C@@H]2O[C@@H](CC(=O)NC3CCC3)CC[C@@H]21 | -0.7 | 55[16.7 µM] | -4 | 5 | 0 | 4 | -1
Nc1ncnc(Oc2cccc(C(F)(F)F)c2)c1[N+](=O)[O-] | 5.0 | 1 | 11 | -1 | -1 | -1 | 5
C[C@@H](NC(=O)C[C@H]1CC[C@H](NS(=O)(=O)c2cccc(F)c2)[C@@H](CO)O1)c1ccccc1 | 1.3 | · | · | 12 | · | -3 | -10
Cc1ccc(S(=O)(=O)Nc2ccc3c(c2)C(=O)N([C@H](C)CO)C[C@H](C)[C@@H](CN(C)C(=O)Nc2c(C)noc2C)O3)cc1 | -0.6 | -7[16.7 µM] | -1 | 4 | 1 | 14 | -5
COc1ccccc1C(=O)N/C(=C/c1ccc(Br)cc1)C(=O)N1CCOCC1 | 0.4 | 13 | 6 | 2 | 3 | 10 | 7
CCc1ccccc1NC(=O)C1CCN(C(=O)N2CCOc3ccccc32)CC1 | -5.5 | -1 | 3 | 0 | -5 | -3 | -2
COc1ccc(S(=O)(=O)N(C)C[C@H]2Oc3c(NC(=O)c4cnccn4)cccc3C(=O)N([C@@H](C)CO)C[C@H]2C)cc1 | 0.1 | 6[16.7 µM] | 4 | · | · | -5 | -4
Cc1ccc2c(c1)N(C(=O)CCC(=O)Nc1ccccc1Br)CC(C)O2 (centres undefined) | -0.2 | -3 | 3 | 9 | 16 | -39 | -8
Cc1c(NC(=O)/C(=C\c2ccccc2)NC(=O)c2ccccc2)c(=O)n(-c2ccccc2)n1C | · | -3 | · | -1 | -4 | · | ·
CCCCOc1ccc(C(=S)N2CCC(C(N)=O)CC2)cc1 | 3.5 | · | -75 | -1 | -123 | -4 | -3
Cc1ccc(CN2CC(C(=O)N3CC=C(c4ccccc4)CC3)CC2=O)cc1 (centres undefined) | -1.6 | -3 | -1 | 3 | 9 | · | 12
CCN(CC)S(=O)(=O)c1ccc(C)c(NC(=O)CNCCN(C(C)C)C(C)C)c1 | 1.1 | · | 1 | 1 | 23 | -6 | -2
CCCCc1nnc2c(N(C)S(=O)(=O)c3ccc(C)cc3)nc3ccccc3n12 | 1.2 | -2 | 14 | 4 | 15 | 16 | -7
COc1ccc(C(=O)c2ccc(Cl)c([N+](=O)[O-])c2)cc1 | 5.3 | · | 48 | 3 | 108* | 1 | 7
Cc1ccc(S(=O)(=O)N(C)C[C@H]2Oc3c(NC(=O)c4ccc(-c5nccs5)cc4)cccc3C(=O)N([C@H](C)CO)C[C@H]2C)cc1 | 1.5 | -4[16.7 µM] | -14 | · | 29 | 17 | -1
Cc1ccc(C)c(N2CCN(C(=O)c3ccc(CS(=O)Cc4ccc(Cl)cc4)o3)CC2)c1 (centres undefined) | -0.3 | -1 | 4 | 17 | -8 | -58 | -1

Part of the list above in a different format.
compound	F508del corr	miR-122 sensor	EWS-Fli inh	FN deposition inh	PAX8 inh HTS	GSIS activator	DENV2 CPE
C[C@H](CO)N1C[C@H](C)[C@H](CN(C)C)Oc2ccc(NC(=O)c3ccncc3)cc2CC1=O	-1.1	5[16.7 µM]	-4	·	-2	18	1
CN1C(=O)c2cc(NC(=O)Cc3ccccc3)ccc2OC[C@@H]2O[C@@H](CC(=O)NC3CCC3)CC[C@@H]21	-0.7	55[16.7 µM]	-4	5	0	4	-1
Nc1ncnc(Oc2cccc(C(F)(F)F)c2)c1[N+](=O)[O-]	5.0	1	11	-1	-1	-1	5

Additional compounds:
SMILES | F508del corr | miR-122 sensor | EWS-Fli inh | FN deposition inh | PAX8 inh HTS | GSIS activator | DENV2 CPE
COc1ccc(NC(=O)c2ccc(Cl)cc2)c[n+]1[O-] | -1.7 | -8 | -12 | 3 | -6 | 64 | 1
C/C=C/c1cnc2c(c1)C(=O)N([C@H](C)CO)C[C@@H](C)[C@H](CN(C)CC1CCOCC1)O2 | -1.5 | 0[16.7 µM] | -5 | -8 | 4 | 13 | -7
CCOC(=O)C[C@H]1c2ccccc2S(=O)(=O)N1Cc1cccc(C(F)(F)F)c1 | -2.6 | · | 10 | 2 | 2 | -7 | -15
Clc1ccc(-c2nnc3n2CCCCC3)cc1 | · | -2 | · | -1 | -17 | · | ·
CC(C)N1CCC(N2CCN(Cc3ccc4nonc4c3)CC2CCO)CC1 (centres undefined) | -1.1 | -9 | 0 | 4 | 3 | -2 | -3
Cc1ccc(NC(=O)c2cc(S(=O)(=O)N3CCCCC3)ccc2N2CCOCC2)c(C)c1 | -0.6 | 2 | 0 | 6 | 5 | -9 | ?
CCNC(=S)N1CCN(CC(=O)Nc2ccc(Br)cc2)CC1 | · | -2 | · | 10 | 13 | 2 | ·
O=S(=O)(c1ccccc1)N1CCN=C1SCc1c(F)cccc1Cl | 0.8 | 0 | · | · | 7 | 9 | ?
C/C=C/c1cnc2c(c1)C(=O)N([C@@H](C)CO)C[C@H](C)[C@H](CN(C)S(=O)(=O)c1ccccc1F)O2 | -1.9 | 4[16.7 µM] | -10 | · | -5 | 12 | -4
COc1ccc(NS(=O)(=O)c2cccc(C(=O)NCC(c3ccc(F)cc3)N3CCOCC3)c2)cc1 (centres undefined) | 1.8 | · | -16 | -2 | 8 | -20 | -4

In the list so far, two contain a nitro group on carbon:
SMILES | F508del corr | miR-122 sensor | EWS-Fli inh | FN deposition inh | PAX8 inh HTS | GSIS activator | DENV2 CPE
Nc1ncnc(Oc2cccc(C(F)(F)F)c2)c1[N+](=O)[O-] | 5.0 | 1 | 11 | -1 | -1 | -1 | 5
COc1ccc(C(=O)c2ccc(Cl)c([N+](=O)[O-])c2)cc1 | 5.3 | · | 48 | 3 | 108* | 1 | 7
